USP2a inh = qHTS Assay for Inhibitors of Ubiquitin-specific Protease USP2a Using CHOP2 as the Reporter. Ubiquitin carboxyl-terminal hydrolase 2 (Homo sapiens), O75604. USP2 core, Ub-CHOP2 coupled fluorogenic reporter, 485/531. Potency, µM (highest dose often 38.3 µM), for inactives: at the top dose activity change, negative = inhibition, usual class: inhibitors. hit rate 0.01% among 330,000. AID 463254, 2010;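 also: potency is read from the fitted curve at half-maximal effect; plate controls were DMSO wells for no effect and full inhibition by NEM control for full effect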
Target sequence (O75604 whole entry, looked up): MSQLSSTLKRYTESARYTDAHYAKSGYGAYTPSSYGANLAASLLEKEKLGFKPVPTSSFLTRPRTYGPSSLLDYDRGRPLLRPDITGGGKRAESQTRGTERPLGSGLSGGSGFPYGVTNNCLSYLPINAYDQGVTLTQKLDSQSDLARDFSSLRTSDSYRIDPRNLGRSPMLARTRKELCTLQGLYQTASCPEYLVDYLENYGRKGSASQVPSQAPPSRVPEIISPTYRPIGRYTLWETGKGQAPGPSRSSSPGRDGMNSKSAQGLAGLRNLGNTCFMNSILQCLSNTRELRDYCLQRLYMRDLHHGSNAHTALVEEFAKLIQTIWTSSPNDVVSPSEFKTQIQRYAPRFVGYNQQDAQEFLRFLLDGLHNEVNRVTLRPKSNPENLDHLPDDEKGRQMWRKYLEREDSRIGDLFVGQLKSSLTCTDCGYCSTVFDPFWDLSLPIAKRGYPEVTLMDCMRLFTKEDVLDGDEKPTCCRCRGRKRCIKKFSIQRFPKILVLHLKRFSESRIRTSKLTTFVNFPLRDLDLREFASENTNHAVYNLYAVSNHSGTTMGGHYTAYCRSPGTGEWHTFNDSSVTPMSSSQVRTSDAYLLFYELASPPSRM
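Cell-free coupled assay: 10nM USP2 core preincubated 30min RT with compound in Tris-HCl pH 8.0/CaCl2/CHAPS buffer, then 25nM Ub-CHOP2 and 25nM reporter substrate; fluorescence (Ex 485/Em 531) read after 60min RT, normalized to NEM inhibition, concentration-response curves fitted.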
B2AR arrestin = qHTS assay of beta-arrestin-biased ligands of beta2-adrenergic receptor | beta-arrestin recruitment to beta2AR, cell-based reporter | Potency, µM (top dose mostly 46.1 µM), for inactives: at the highest dose activation, most hits filed as activators | hit rate 0.02% among 330,000;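 also: potency is read from the fitted curve at half-maximal effect; 0% = DMSO controls and full agonism = EC100 isoproterenol or metaproterenol; nearly all actives have a fitted effect of over 65% in size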
Target sequence (P07550 whole entry, looked up): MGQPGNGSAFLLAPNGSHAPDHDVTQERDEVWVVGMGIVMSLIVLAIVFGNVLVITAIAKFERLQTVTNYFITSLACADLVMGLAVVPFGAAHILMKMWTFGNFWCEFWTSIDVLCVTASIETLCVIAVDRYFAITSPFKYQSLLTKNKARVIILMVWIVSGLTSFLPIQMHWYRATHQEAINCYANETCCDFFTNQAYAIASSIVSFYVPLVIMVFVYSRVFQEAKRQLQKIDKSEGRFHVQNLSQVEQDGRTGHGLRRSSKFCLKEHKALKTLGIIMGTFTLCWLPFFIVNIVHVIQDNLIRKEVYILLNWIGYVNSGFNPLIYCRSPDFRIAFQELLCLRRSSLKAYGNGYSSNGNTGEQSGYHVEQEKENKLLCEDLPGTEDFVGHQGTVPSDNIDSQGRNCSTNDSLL
PTAP TSG101 blk = qHTS Assay for Iinhibitors of HIV-1 Budding by Blocking the Interaction of PTAP/TSG101; Tumor susceptibility gene 101 protein (Homo sapiens), Q99816; Fluorescence polarization, FITC-PTAP peptide / Tsg101 binding; Potency, µM (highest dose often 115 µM), without a hit: top-dose activity change, negative = inhibition, usual class: inhibitors; 340,000 tested, under 10 active; AID 493005, 2010; active = well fitted inhibition curve with a large enough effect in the main read-out, with a control signal flat, not every such curve was filed as active; inconclusive = small, poorly fitted or top-dose-only effect, or effect the other way, or a change in a side signal; inactive = no such curve, though single readings can be large or run the other way; also: potency is read from the fitted curve at half-maximal effect; % of control where 0% means no effect
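Fluorescence polarization binding of Tsg101 binding domain (10 uM final) to FITC-labeled PTAP peptide (50 nM final) in HEPES pH 7.5 buffer with NaCl, Tween 20, EDTA, TCEP. Compounds added before peptide; binding 20 min at RT.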
uPA surface inh = qHTS for Inhibitors of Cell Surface uPA Generation; Potency, µM (series often up to 38.3 µM), for the others: at the top dose activity change, negative = inhibition, usual class: inhibitors; hit rate 0.31% among 330,000; cell surface uPA generation assay, qHTS; AID 540303, 2011; active = well fitted inhibition curve with a large enough effect; inconclusive = small, poorly fitted or top-dose-only effect; inactive = no such curve, though single readings can be large or run the other way; tested in mouse RAW 264.7 cells; also: potency is read from the fitted curve at half-maximal effect; % is scaled to controls: 0 for no effect and ±100 for the full control effect; nearly all actives have a fitted effect of over 55% in size
BRCA1 expr up = qHTS Assay to Identify Small Molecule Activators of BRCA1 Expression | MCF7-BRCA1-FFLuc reporter, luminescence, 48 h; response scale: scaled: vehicle 0%, 10 µM genistein 100% | Potency, µM (doses to about 46.1 µM), inactives show at the top dose activation, actives largely listed as activators | hit rate 1.1% among 380,000; also: potency is read from the fitted curve at half-maximal effect; nearly all actives have a fitted effect of over 80% in size; some results filed as inactive show a strong effect at the top dose
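Using MCF7 cells harboring a BRCA1 firefly luciferase reporter, plated 2 h before compound pinning, the screen measured luminescence after 48 h incubation. Responses were normalized to DMSO and 10 microM genistein, then fitted for concentration-effect.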
p53 reactivation = qHTS assay for re-activators of p53 using a Luc reporter; H1299 p53-A138V BP100-luciferase reporter, luminescence, 24 h; Potency, µM (highest dose often 92.2 µM), for the others: at the top dose activity change, positive = activation, hits mostly activators; hit rate 0.063% among 320,000; AID 504706, 2011; also: potency is read from the fitted curve at half-maximal effect; % of control where 0% means no effect; nearly all actives have a fitted effect of over 45% in size
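p53-null H1299 cells stably carrying temperature-sensitive p53-A138V and a BP100-luciferase reporter were pinned with compounds (4-point, 1:5 series) and held 24 hrs at 37 deg C. Luminescence was read 10 min after detection reagent.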
a7 integrin act = qHTS for Activators of Integrin-Mediated Alleviation for Muscular Dystrophy. alpha7betagal myoblasts, beta-gal FDG fluorescence, 48 h. Potency, µM (titrated, usually from 38.3 µM), without a hit: at the top dose activation, hits mostly activators. hit rate 0.064% among 350,000. AID 624291, 2012;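 also: potency is read from the fitted curve at half-maximal effect; 100% = response of the positive control SU9516; nearly all actives have a fitted effect of over 60% in size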
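alpha7betagal+/- myoblasts (passage 13, 250/well) treated 48 h at 37C with compounds at 1:260 dilution of DMSO stock. Lysed, then beta-galactosidase activity read as FDG fluorescence (ex 480/em 540) after 30 min, with pre-read for autofluorescence.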
TRPV1 ag = HTS Assay for Compounds that Act as Agonists of the Vanilloid Receptor 1. TRPV1-expressing cells, Fluo-8 calcium influx, agonist mode. hit rate 0.19% among 320,000. AID 540275, 2011. Transient receptor potential cation channel subfamily V member 1 (Homo sapiens), Q8NER1. activation, % at 8.33 µM; in the data active = activation above about 80%; inconclusive = between about 30% and that limit; also: 0% is about no effect
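TRPV1-expressing cells were cultured overnight at 35.5C and loaded with Fluo-8 calcium dye for 40 to 90 min at room temperature. After a 10 s baseline, compound was added and calcium influx was read kinetically for 3 min (ex 480/em 520 nm).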
ASM inhibitor = Inhibitors of Secretory Acid Sphingomyelinase (S-ASM): qHTS; Sphingomyelin phosphodiesterase (Homo sapiens), P17405; Potency, µM (doses to about 57.5 µM), for inactives: top-dose activity change, negative = inhibition, hits mostly inhibitors; placental ASM, HMU-PC fluorogenic substrate, 60 min; AID 504937, 2011; hit rate 0.006% among 340,000; also: potency is read from the fitted curve at half-maximal effect
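Human placenta-derived ASM preincubated with compound 10 min at room temperature, then reacted with 9 uM (final) fluorogenic HMU-PC substrate for 60 min at 37 C. Stop solution raises pH to 10; fluorescence read at Ex 386/Em 447 nm.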
Eya2 phos inh = qHTS Assay for Inhibitors of the Phosphatase Activity of Eya2; recombinant Eya2, OMFP fluorescence dephosphorylation (OMFP is methylfluorescein phosphate); Potency, µM (highest dose often 76.9 µM), without a hit: top-dose activity, negative = inhibition, usual class: inhibitors; hit rate 0.006% among 330,000; also: potency is read from the fitted curve at half-maximal effect; % is scaled to controls: 0 for no effect and ±100 for the full control effect
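Eya2 (0.2 uM) preincubated 10 min at ambient with compound, then OMFP substrate added at 50 uM; 10 min reaction in 50 mM HEPES pH 7.5, 50 mM NaCl, 5 uM MgCl2, 0.05% BSA, 1 mM DTT. Fluorescence read at Ex 485/Em 525 nm.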
ELG1 genotox = qHTS screen for small molecules that induce genotoxicity in human embryonic kidney (HEK293T) cells expressing luciferase-tagged ELG1; AID 504466, 2011; hit rate 1.3% among 330,000; Potency, µM (series often up to 46 µM), without a hit: at the top dose activity change, positive = activation, usual class: activators; HEK293T ELG1-luciferase reporter, luminescence, 16 h; also: potency is read from the fitted curve at half-maximal effect; % of control where 0% means no effect; nearly all actives have a fitted effect of over 60% in size
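16 hr compound incubation (37 °C, 5% CO2) of HEK293T cells carrying luciferase-tagged ELG1; luciferase then measured by ONE-Glo luminescence after 30 min at RT.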
* marks the source's active call; other numbers are inactive results; ? = inconclusive; · = no result given; [ ] = dose if it differs, or a comment. Unless noted, calls follow the shape of the dose curve; as a rule, active = well fitted curve in the direction sought with a large enough effect; inconclusive = small, poorly fitted or top-dose-only effect, or another doubt; inactive = no such curve, though single readings can be large; an effect the other way counts as inactive or inconclusive.

SMILES	USP2a inh	B2AR arrestin	PTAP TSG101 blk	uPA surface inh	BRCA1 expr up	p53 reactivation	a7 integrin act	TRPV1 ag	ASM inhibitor	Eya2 phos inh	ELG1 genotox
Cc1ccc(Cn2ncc3c(NCCCN4CCOCC4)ncnc32)cc1	2%	0.1%	-3%	-2%	2%	13%	-8%	-1	6%	-15%	-3%
CCCNC(=O)N1CCC(C(=O)c2ccc(Cl)cc2)CC1	0%	0.3%	-1%	-2%	4%	0%	-12%	-3	24%	-12%	-5%
Cc1cc(C(=O)N2CCN(Cc3ccccc3)CC2)ccc1[N+](=O)[O-]	-5%	-0.7%	0%	4%	-31%	13%	3%	-1	0%	7%	-7%
Cc1ccc(O)c(C(=O)C=Cc2ccccc2)c1	·	·	-4%	-9%	-47%	·	-7%	·	-6%	·	·
CCCC(=O)N(C)c1nnc(-c2ccc(OC)cc2)s1	0%	-0.3%	-3%	-1%	?	19%	24%	20	-6%	-3%	?
CC(C)(C)OC(=O)CNC(=O)c1[nH]cnc1C(=O)NCCCCCN	2%	-0.2%	-1%	4%	1%	-3%	0%	-1	0%	17%	0%
Cc1cc2c(NC(=O)Nc3ccccc3)cccc2nn1	0%	0.4%	-4%	-2%	-25%	-3%	7%	87*	-1%	-7%	?
O=C(c1cc(-c2ccc(Cl)cc2Cl)on1)N1CCN(C(=O)c2ccco2)CC1	-6%	-0.2%	-3%	3%	118%	4%	-12%	3	-4%	-7%	0%
COc1ccc(CCn2c(NN=C(C)C)nc3c2c(=O)[nH]c(=O)n3C)cc1	5%	-1.1%	?	?	-30%	4%	7%	0	-1%	-1%	-5%
O=S(=O)(Nc1ccc(Cl)cn1)c1cccc(S(=O)(=O)c2ccccc2)c1	-4%	-0.2%	-14%	13%	-27%	1%	12%	-1	-4%	15%	-7%
CN(C)C=NC(=O)c1cccn1-c1ncc(C(F)(F)F)cc1Cl	2%	-0.1%	0%	1%	-14%	-4%	30%	-2	1%	?	-3%
COc1ccccc1CNC(=O)COc1ccc([N+](=O)[O-])cc1	2%	0.0%	-2%	-1%	-49%	-5%	43%	18	2%	-5%	-6%
CCc1ccc(N2C(=O)C(Cl)=C(N3CCOCC3)C2=O)cc1	-2%	-0.4%	1%	2%	47%	2%	-30%	?	-4%	7%	-3%
CCOC(=O)c1cnc(-c2ccccc2)nc1Oc1ccc(C)cc1	1%	-0.2%	-1%	2%	-2%	-1%	-17%	-2	-14%	-3%	0%
Cc1onc(C(=O)NN)c1-c1csc(COc2ccccc2)n1	1%	7.7%	-4%	2%	27%	0%	17%	3	-1%	-13%	-6%
Cc1ccccc1NC(=O)CSc1ccc2nnc(-c3ccccn3)n2n1	1%	-0.5%	-1%	6%	-5%	-2%	-28%	-1	-1%	-5%	2%
COc1ccc(S(=O)(=O)N2CCCCC2)cc1NS(=O)(=O)c1ccccc1	-1%	-0.2%	-2%	-1%	-16%	-17%	-18%	·	8%	8%	0%
O=C(c1cc(=O)[nH]c2ccccc12)N1CCN(S(=O)(=O)c2ccc3ccccc3c2)CC1	-1%	-0.3%	-13%	-2%	-39%	9%	-9%	-4	-6%	-32%	-6%
COc1ccc(OC)c(S(=O)(=O)N2CCC(C(=O)N3CCc4ccccc4C3)CC2)c1	-1%	-0.1%	-3%	6%	-18%	-9%	0%	12	-2%	11%	-5%
O=C(Cc1ccsc1)Nc1ccccc1F	2%	0.0%	1%	4%	0%	14%	-20%	4	-1%	6%	10%
COc1cc2ccccc2ccc1=NO	·	·	-6%	0%	-1%	·	?	·	-4%	·	·
O=C(N/C(=C\c1ccc(Br)cc1)C(=O)N1CCOCC1)c1ccc([N+](=O)[O-])cc1	0%	-0.1%	-1%	-5%	-1%	4%	10%	-3	-1%	-7%	-3%
CCOC(=O)/C(C#N)=C/Nc1cc(OC)ccc1OC	1%	0.0%	0%	-3%	-19%	-2%	6%	-1	18%	2%	2%
COc1cc2c(cc1OC)CN(CC(=O)Nc1ccc(F)cc1)CC2	-10%	-0.9%	-3%	14%	-24%	7%	-1%	0	51%[activator]	?	-1%
COc1ccc(NC(=O)c2ccc(CN3CCN(c4ccccc4)CC3)cc2)cc1OC	3%	-0.1%	-2%	-7%	-22%	?	-14%	0	-1%	-13%	9%
Other entries follow:
SMILES	USP2a inh	B2AR arrestin	PTAP TSG101 blk	uPA surface inh	BRCA1 expr up	p53 reactivation	a7 integrin act	TRPV1 ag	ASM inhibitor	Eya2 phos inh	ELG1 genotox
O=C(Cc1ccccc1)N/N=C/c1ccc(OC(=O)/C=C\c2ccco2)cc1	-1%	6.3%	-5%	-12%	38%	?	-30%	6	3%	-7%	-2%
COc1ccccc1C(=O)N1[C@@H](C(C)C)COc2cc(Br)ccc2S1(=O)=O	·	·	-3%	-20%	-24%	·	4%	·	-2%	·	·
Cc1c(Cl)cccc1NC(=S)N1CCCCCC1	-5%	2.8%	-8%	-2%	6%	-7%	19%	19	-2%	9%	0%
Cc1ccc(NC(=O)CN2CCCCCC2)cc1Br	-2%	0.1%	2%	0%	29%	9%	-11%	-8	-1%	11%	4%
CCOC(=O)c1sc2nc(C)nc(SC(C)C(=O)N(C)c3ccccc3)c2c1C (stereo not drawn)	1%	-0.8%	0%	-2%	-21%	-13%	-17%	8	-2%	7%	-9%
O=C(CNC(=O)c1cccs1)NCCN1CCN(Cc2ccccc2)CC1	0%	0.5%	-9%	17%	8%	8%	21%	1	8%	11%	3%
O=C(O)CCCCCn1c(SCc2cc(=O)n3ccccc3n2)nc2ccsc2c1=O	4%	-0.2%	-1%	-2%	-32%	-6%	-5%	-5	-1%	-1%	0%
O=C(N/N=C/c1cccc(O)c1)c1ccc(NC(=O)C2CCCCC2)cc1	1%	0.6%	1%	0%	45%	-18%	7%	?	-12%	-7%	-4%
COc1ccc(NC(=O)CN2CCN(Cc3ccc4c(c3)OCO4)CC2)cc1OC	-12%	-0.1%	5%	5%	3%	-6%	-38%	-7	0%	-23%	2%
Cc1ccc(S(=O)(=O)Nc2cc(C(F)(F)F)ccc2N2CCOCC2)cc1	3%	-2.8%	0%	10%	24%	10%	-8%	13	-6%	-7%	-2%
Cc1cc(NC(=O)CSc2nnc3c4c(C)c(C)sc4ncn23)no1	1%	0.3%	-5%	0%	-3%	-1%	-8%	-2	2%	-6%	-3%
COC(=O)C(CC(C)C)N1CCC(=O)c2ccccc2S1(=O)=O (stereo not drawn)	4%	-0.5%	-1%	-13%	-6%	0%	26%	5	3%	-9%	2%
CCCCCCc1nc(C(N)=O)c2[nH]c(=O)n(-c3ccccc3F)c2n1	-1%	0.2%	-7%	11%	-15%	-3%	?	1	85%[activator]	5%	4%
Cc1cccc(C)c1NC(=O)CN(C)C(=O)c1cccc(S(=O)(=O)N2CCN(c3ccccc3)CC2)c1	0%	-0.4%	·	2%	-31%	·	-28%	1	-4%	10%	-7%
Cc1ccccc1C(=O)N1CCC(C(=O)NCCc2ccc(S(N)(=O)=O)cc2)CC1	3%	-0.4%	-9%	1%	0%	6%	7%	-1	-3%	-8%	0%
CCN(Cc1ccccc1)C(c1ccncc1)c1nnnn1C(C)(C)C (stereo not drawn)	1%	0.5%	-3%	10%	1%	-4%	5%	3	2%	-2%	-2%
Cc1cc(NC(=O)CCn2c(=O)sc3ccccc32)no1	·	·	-5%	4%	19%	·	20%	·	1%	·	·
CCN(CC)CCN1C(=O)c2cccc3cc(N)cc(c23)C1=O	16%	-1.1%	-25%	-6%	-94%[inhibitor]	6%	-71%[inhibitor]	4	-11%	-9%	?
Cc1cc(C(=O)Nc2nc3ccc(S(C)(=O)=O)cc3s2)c(C)o1	-1%	-0.2%	-2%	-23%	82%	18%	5%	12	1%	-22%	8.2µM*
CCCCOc1ccc(N2C(=O)CC(N(O)c3ccccc3)C2=O)cc1 (stereo not drawn)	-2%	-0.1%	-4%	-11%	30%	3%	-20%	-6	0%	-4%	10%
O=C(CC1C(=O)NCCN1Cc1ccc(-c2ccccc2)cc1)NCc1ccccc1 (stereo not drawn)	0%	-1.0%	-4%	-2%	-4%	-3%	-16%	10	-2%	5%	-3%

Screening data: PubChem BioAssay, National Center for Advancing Translational Sciences (NCATS)
